High-throughput results as filed in PubChem BioAssay.
ALOX12 inhib: blocks human 12-lipoxygenase activity | P18054 | purified 12-hLO, xylenol orange hydroperoxide absorbance | Potency, µM (titrated, usually from 57.1 µM), for the others: at the top dose activity change, negative = inhibition, actives largely listed as inhibitors | 0.12% of 150,000 active; also: potency is read from the fitted curve at half-maximal effect; nearly all actives have a fitted effect of over 55% in size; many of its hits are not listed in these tables
Target sequence (P18054 whole entry, looked up): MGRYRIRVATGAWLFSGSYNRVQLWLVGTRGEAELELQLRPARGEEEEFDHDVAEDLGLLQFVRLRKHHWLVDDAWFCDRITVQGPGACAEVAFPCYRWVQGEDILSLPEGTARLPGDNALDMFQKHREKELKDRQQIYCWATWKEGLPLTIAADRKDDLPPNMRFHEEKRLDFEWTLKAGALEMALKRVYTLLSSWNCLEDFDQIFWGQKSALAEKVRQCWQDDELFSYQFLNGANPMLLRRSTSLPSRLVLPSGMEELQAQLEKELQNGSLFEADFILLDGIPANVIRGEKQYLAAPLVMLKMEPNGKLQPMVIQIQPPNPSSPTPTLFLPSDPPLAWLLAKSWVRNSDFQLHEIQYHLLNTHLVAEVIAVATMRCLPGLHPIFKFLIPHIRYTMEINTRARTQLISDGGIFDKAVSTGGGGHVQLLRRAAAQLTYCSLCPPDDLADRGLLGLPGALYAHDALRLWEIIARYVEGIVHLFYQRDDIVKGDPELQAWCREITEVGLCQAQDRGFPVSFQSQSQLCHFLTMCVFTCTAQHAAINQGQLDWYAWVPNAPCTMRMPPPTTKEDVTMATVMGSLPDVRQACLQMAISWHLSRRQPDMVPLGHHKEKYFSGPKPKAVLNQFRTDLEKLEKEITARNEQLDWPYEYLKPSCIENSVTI
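Lipoxygenase turnover measured by absorbance at 573 and 405 nm after Fe-XO development. Human 12hLO 150 nM, arachidonate 40 uM, pH 7.0 Hepes buffer with detergent; 15 min compound preincubation, 30 min reaction.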
PNC assembly inh: blocks assembly of the perinucleolar compartment. activity change (PNC), negative = inhibition, % at 10 µM. PC3M PTB-GFP, PNC prevalence imaging, 16 h; hits give low values. 3.1% of 140,000 active;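 active = readout at or below -70, meaning at least 70% loss of cells showing the perinucleolar compartment, a nuclear body marking cancer cells; inconclusive = readout between -30 and a set limit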;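 also: plate controls were DMSO wells for no effect and camptothecin positive control wells for full effect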
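Compounds are pinned in duplicate onto adhered PC3M cells stably expressing GFP-tagged PTB and incubated 16 h at 37 C. Cells are then fixed, nuclei stained with Hoechst, and PNC-positive cells counted.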
ALOX15B inhib: blocks human 15-lipoxygenase 2 activity; 0.56% of 110,000 active; Potency, µM (top dose mostly 57.1 µM), inactives show at the top dose activity change, negative = inhibition, actives largely listed as inhibitors; O15296; purified 15hLO-2, xylenol orange hydroperoxide absorbance; AID 881; also: potency is read from the fitted curve at half-maximal effect; nearly all actives have a fitted effect of over 60% in size; many of its hits are not listed in these tables
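Purified human 15hLO-2 (50 nM final) preincubated with compounds 15 min at room temperature in 25 mM Hepes pH 7.5, 0.01% Triton X-100, then 45 uM arachidonic acid added for 90 min; hydroperoxide detected via ferrous/xylenol orange, 573/405 nm absorbance ratio.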
IMPase inh: IMPase inhibition in cells; AID 901; P97697; 120,000 tested, under 10 active; inhibition (IP1 accumulation), % at 46.1 µM; CHO-M1 cells, IP1 accumulation, HTRF TR-FRET ratio; active = well fitted curve in the direction sought with a large enough effect in the signal ratio, not every such curve was filed as active; inconclusive = small, poorly fitted or top-dose-only effect, or a change in a side signal; inactive = no such curve, though single readings can be large or run the other way; the % refers to the signal ratio;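 also: cells stimulated with carbachol in lithium chloride buffer; plate controls were DMSO basal wells for no effect and reference inhibitor wells for full effect; higher means more IMPase inhibition seen as more IP1 and lower FRET ratio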
Target sequence (P97697 whole entry, looked up): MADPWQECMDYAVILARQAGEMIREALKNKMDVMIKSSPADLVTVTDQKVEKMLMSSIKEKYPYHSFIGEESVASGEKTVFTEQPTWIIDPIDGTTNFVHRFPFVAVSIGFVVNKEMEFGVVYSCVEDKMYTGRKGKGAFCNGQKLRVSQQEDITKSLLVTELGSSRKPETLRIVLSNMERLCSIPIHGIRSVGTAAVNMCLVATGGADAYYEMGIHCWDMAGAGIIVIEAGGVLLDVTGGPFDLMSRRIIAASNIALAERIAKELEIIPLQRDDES
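Cellular IMPase inhibition is scored as a rise in cytosolic IP1, detected by competitive TR-FRET between d2-labelled IP1 and a europium anti-IP1 antibody. M1-expressing CHO cells were stimulated with carbachol for 30 min at 37C, with lithium (50 mM LiCl) present in the buffer.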
* marks the source's active call; other numbers are inactive results; u = inconclusive; x = not tested or not shown; & = joins results of further samples; [ ] = another dose, or the depositor's remark. Unless noted, calls follow the shape of the dose curve; as a rule, active = well fitted curve in the direction sought with a large enough effect; inconclusive = small, poorly fitted or top-dose-only effect, or another doubt; inactive = no such curve, though single readings can be large; an effect the other way counts as inactive or inconclusive. Unless noted, % is scaled to controls: 0 for no effect and ±100 for the full control effect.

Each structure is followed by: PNC assembly inh, IMPase inh, ALOX15B inhib, ALOX12 inhib
CCc1c(C)c(C#N)c2nc3ccccc3n2c1Cl
→ -4, -1, x, 0%
Cc1ccc2nc(-c3cc(N)cc(N)c3)oc2c1
→ -30, 9, 31%[activator], -12%
Cc1cccc(C)c1N(CC(=O)N/N=C/c1cc(Br)c(C)o1)S(C)(=O)=O
→ 53, x, x, -6%
O=C(Nc1cc(C(F)(F)F)ccc1N1CCOCC1)c1ccccc1F
→ -10, -15, 7%, 1%
COc1ccc(CCNC(=O)COC(=O)Cc2ccc(OC)cc2)cc1
→ u, -9, x, 1%
CC(CNC(=O)c1ccc(-c2ccccc2)cc1)CN(C)C (stereo not given)
→ -3, 10, 22%, 2%
O=C(Nc1ccc2ccccc2c1)/C(=C\c1ccc2c(c1)OCO2)NC(=O)c1ccco1
→ u, x, x, 0%
COC(=O)c1cn(NC(=O)/C=C/c2cccc(OC)c2OC)c(=O)c2ccccc12
→ -27, x, x, -1%
COc1ccc(CCNC(=O)CCC(=O)N2CCN(S(=O)(=O)c3ccccc3)CC2)cc1OC
→ 13, 6, -3%, 4%
CCC(=O)Nc1cc(C)c(NC(=O)c2ccco2)cn1
→ 1, 1, 7%, 3%
Cc1c(C)c2ccc(OS(C)(=O)=O)c(C)c2oc1=O
→ 31, x, x, -1%
O=[N+]([O-])c1cc(C2Nc3cccc4cccc(c34)N2)ccc1Cl
→ 26, x, x, u
COC(=O)Cc1c(C)c2ccc(OCc3nn[nH]n3)cc2oc1=O
→ 29, -9, -3%, 6%
CCN1CCN(c2cc(C(C)(C)C)nc3c(-c4ccccc4)c(C)nn23)CC1
→ 0, 2, 38%[activator], 7%
O=C(Cc1ccccc1)NCCc1cn2ccsc2n1
→ 22, -4, 4%, 3%
Cc1ccc2nc(N3CCN(C=O)CC3)nc(-c3ccccc3)c2c1
→ -100*, -6, x, -1%
O=c1cc(N2CCc3ccccc32)[nH]c(=O)n1Cc1ccc(F)cc1
→ -5, -3, -9%, -6%
O=C(Nc1nncs1)C1c2ccccc2Oc2ccccc21
→ 30, 5, -5%, 0%
CC(Cc1ccccc1)NC(=O)C1CCCNC1=O (stereo not given)
→ -15, 2, -7%, -1%
COC(=O)c1ccc(CN2C(=O)NC3(CCCc4ccccc43)C2=O)o1 (stereo not given)
→ 30, -5, -1%, 1%
Cc1ccc(-n2c(=O)cc(N3CCN(C(=O)c4ccco4)CC3)[nH]c2=O)cc1
→ -6, 5, -5%, 1%
COc1ccc(S(=O)(=O)Nc2cc(C)cc(C)n2)c2ccccc12
→ -28, -10, 3%, -4%
N#C/C(C(=O)NCc1ccco1)=C1/SC=C(c2ccccc2)N1c1ccccc1
→ 19, x, x, -4%
O=C(Nc1cc2c(cc1Br)OCCO2)c1cccs1
→ 25, -1, 6%, 8%
Nc1ncnc2c1ncn2C1OC(CO)C(O)C1O (stereo not given)
→ x, x, 0%&10%, -1%&-2%
N#CC1=C(N)OC2=C(C(=O)CCC2)C1C1CC=CCC1 (stereo not given)
→ u, 2, -5%, -1%
CCCn1nnc(NC(=O)COc2ccc(C3CCCCC3)cc2)n1
→ 33, 2, 3%, -5%
CNC(=O)CCCCCNS(=O)(=O)c1ccc(C)cc1
→ 43, -7, x, 3%
Cc1ccccc1NC(=O)C1C2CCC(O2)C1C(=O)O (stereo not given)
→ -26, 8, x, -2%
Cc1nn(-c2nnc(NCc3ccccc3)nn2)c(C)c1Br
→ u, x, x, -18%
Cn1cccc1C(=O)N1CCC2(CC1)CN(Cc1ccc(C#N)cc1)C2
→ x, x, -3%, 3%
N=c1c2c3c(sc2nc2n1CCCCC2)CCCCC3
→ 19, u, 6%, -5%
O=C(NC1CCCC1)c1ccc(Br)o1
→ -85*, -5, 10%, -1%
COc1ccc(N(CC(=O)Nc2cccc(SC)c2)S(C)(=O)=O)cc1Cl
→ u, 9, 0%, -25%
C=CCn1c(CC(=O)OC)csc1=Nc1ccc(C(C)=O)cc1
→ -7, -16, -5%, -6%
COc1cccc(/C=N/Nc2nnc(C)n2N)c1OCc1ccccc1Cl
→ 22, 5, x, 4%
C#CCSc1nccc(-c2nn(-c3ccc(C)cc3)ccc2=O)n1
→ u, 5, -27%, 5%
CSc1nc(C)c2c(n1)N(c1cccc(C)c1)CC2
→ 78, 7, 30%, 3%
Cc1ccc(NC(=O)Cn2nc(C(F)(F)F)c3c2CCC3)cc1
→ 4, -1, 1%, -1%
COCCCN1C(=O)C(=O)/C(=C(/O)c2ccc(OC(C)C)cc2)C1c1cccnc1 (stereo not given)
→ 4, -21, 8%, -13%
CCCCNC(=O)C1CC(c2c(Cl)cccc2Cl)=NO1 (stereo not given)
→ -30, 3, -8%, -3%
C=CCOc1ccc(Cl)cc1C(=O)O
→ -6, -9, 0%, -5%
O=C(Nc1cccc(C(=O)N2CCCC2)c1)c1ccccc1Cl
→ -21, 5, 4%, 4%
CC(=O)OC1COC(n2ccc3cc([N+](=O)[O-])ccc32)C(OC(C)=O)C1OC(C)=O (stereo not given)
→ u, u, x, 7%
O=C(NNC(=O)c1cc(-c2ccccc2)nn1-c1ccccc1)c1ccccc1
→ -20, 8, x, 5%
CSc1nc2nc3c(cn2n1)C(=O)CC(c1ccccc1)C3 (stereo not given)
→ 24, 8, -15%, -4%
Cc1cn2c(nc1=O)OC1C(O)C(COC(=O)c3ccccc3)OC12 (stereo not given)
→ -22, -4, 4%, -2%
Cc1nc([N+](=O)[O-])c(Sc2nc3ccc([N+](=O)[O-])cc3[nH]2)n1Cc1ccccc1
→ u, -6, x, -13%
COC(=O)c1ccc(CSc2nc3c(c(=O)n2-c2ccc(F)cc2)SCC3)o1
→ 9, 0, x, -4%
NS(=O)(=O)c1ccc(CCNC(=O)Cc2c[nH]c3ccccc23)cc1
→ 65, x, x, 1%
Cc1cccc(/N=C/c2c(O)ccc3oc4c(c23)CCCC4)n1
→ -3, x, x, -1%
Cc1cc(Br)ccc1OCC(=O)NNC(=O)c1ccc(NC(=O)C2CC2)cc1
→ 27, -4, -8%, 1%
Cc1cccc(-n2cnc3cc([N+](=O)[O-])ccc32)c1
→ 51, 4, x, -5%
NC(=O)c1ccccc1NS(=O)(=O)c1cccs1
→ -26, -9, 0%, 5%
Cc1ccc(CC2CC(=O)N(CCc3ccc4c(c3)OCO4)C2=O)cc1 (stereo not given)
→ 1, -6, -2%, -13%
CCSc1ncc(C#N)c(N)n1
→ 59, 4, 1%, 4%
C=CCOc1c(Br)cc(C2C3=C(CCCC3=O)N(C)C3=C2C(=O)CCC3)cc1OCC
→ -19, x, x, -1%
CCn1ncc(/C=N/N=C2\CCC3C4CCc5cc(O)ccc5C4CCC23C)c1C (stereo not given)
→ 34, 11, -6%, 0%
CS(=O)(=O)N1CCCC(C(=O)N2CCOCC2)C1 (stereo not given)
→ u, -10, 4%, 2%
Cc1ccccc1CSc1nnc(C)n1N
→ 13, -1, -1%, -4%

Structures listed so far marked active in PNC assembly inh.
Each structure is followed by: PNC assembly inh, IMPase inh, ALOX15B inhib, ALOX12 inhib
Cc1ccc2nc(N3CCN(C=O)CC3)nc(-c3ccccc3)c2c1
→ -100*, -6, x, -1%
O=C(NC1CCCC1)c1ccc(Br)o1
→ -85*, -5, 10%, -1%

Random excerpt: 6 entries already listed, in no set order.
Each structure is followed by: PNC assembly inh, IMPase inh, ALOX15B inhib, ALOX12 inhib
C#CCSc1nccc(-c2nn(-c3ccc(C)cc3)ccc2=O)n1
→ u, 5, -27%, 5%
CSc1nc2nc3c(cn2n1)C(=O)CC(c1ccccc1)C3 (stereo not given)
→ 24, 8, -15%, -4%
Cc1cccc(C)c1N(CC(=O)N/N=C/c1cc(Br)c(C)o1)S(C)(=O)=O
→ 53, x, x, -6%
Cc1ccccc1CSc1nnc(C)n1N
→ 13, -1, -1%, -4%
O=C(NNC(=O)c1cc(-c2ccccc2)nn1-c1ccccc1)c1ccccc1
→ -20, 8, x, 5%
CCCCNC(=O)C1CC(c2c(Cl)cccc2Cl)=NO1 (stereo not given)
→ -30, 3, -8%, -3%

The list goes on.
Each structure is followed by: PNC assembly inh, IMPase inh, ALOX15B inhib, ALOX12 inhib
CC(C)NC[C@@H](O)COc1cccc2ccccc12
→ x, -12, 17%, 7%
N#CCCN1CCN(S(=O)(=O)c2ccc(S(=O)(=O)N3CCOCC3)cc2)CC1
→ -12, -6, 4%, -4%
CCN1CCN(Cc2ccc(NC(=O)Nc3ccc(SC)cc3)cc2)CC1
→ u, 5, 13%, -7%
CC(N=c1ccccn1C(=O)Nc1ccc(Cl)cc1)c1ccco1 (stereo not given)
→ 18, 6, -2%, 0%
CC(C)[C@H](NC(=O)OCc1ccccc1)C(=O)N[C@H](C=O)Cc1ccccc1
→ x, 2, -11%, -6%
O=C(NCc1ccco1)c1ccc2c(=O)n(CC3CCCO3)c(=S)[nH]c2c1 (stereo not given)
→ -22, -1, x, -3%
Cc1nc2ccccc2c(=O)n1NC(=O)Nc1ccccc1
→ 44, -5, 5%, -6%
Cn1nc(-c2ccccc2)c(-c2nc(-c3ccc(Cl)cc3)no2)c1Cl
→ 19, -5, -5%, -1%
CCOc1cc(C)c(Cl)cc1S(=O)(=O)N(CC)CC
→ u, 13, 3%, -4%
COc1ccc(C(=O)CN2C3=NCCCN3c3ccccc32)cc1OC
→ 28, x, x, 0%
CN(CC(=O)NCC1CCCO1)S(=O)(=O)c1cc(Cl)ccc1Cl (stereo not given)
→ -4, -1, -1%, 2%
O=C(/C(Br)=C/Nc1cc(Cl)ccc1Cl)C(F)(F)F
→ u, x, x, 1%
CCOC(=O)C1C(C(=O)OC)=C(c2ccc(OC)cc2)c2ccc(OC)cc2N1S(=O)(=O)C(F)(F)F (stereo not given)
→ x, x, 15%[0.0915 µM], 0%[0.00818 µM]
CCCCC(=O)Nc1cccc2c1C(=O)N(c1ccccc1)C2=O
→ 13, 5, 3%, -2%
O=C(O)c1ccc(NS(=O)(=O)c2ccc3nnn(O)c3c2)cc1
→ -107*, 3, -8%, 5%
CC(C)c1cc(NCC2CCCO2)n2c(nc3ccccc32)c1C#N (stereo not given)
→ -11, -7, -20%, 8%
COC1(OC)C(/C=C/c2ccc(Cl)cc2)C(C#N)(C#N)C1(OC)OC (stereo not given)
→ u, 12, x, -6%
O=C(CN1CCN(C(=O)c2cccs2)CC1)NC1CCCCC1
→ -16, -13, -3%, 7%
CC(C)c1ccc(/C=C/C(=O)N2CCCCCC2)cc1
→ u, x, x, -7%
CCOC(=O)Cn1cc(C(=O)OC)c2ccccc21
→ 24, 3, -4%, 0%
Cc1ccc2oc(=O)n(CCCOc3ccccc3)c2c1
→ 8, 4, -5%, -6%
Cc1ccc(NC(=S)NCc2ccc3c(c2)OCO3)cc1C
→ -5, x, x, u
Cc1ccc(N(CC(=O)N2CCN(c3ccc(F)cc3)CC2)S(=O)(=O)c2c(C)nn(C)c2C)cc1
→ u, 4, 10%, -18%
COc1ccc(CCNc2nc(N3CCOCC3)nc(N3CCOCC3)n2)cc1OC
→ 23, 0, 4%, 1%
CC(=O)C1=C(C)N(CC2CC2)C(=O)N[C@H]1c1ccccc1
→ 32, x, x, 1%
O=c1c2ccccc2nc2n1CCCCC2
→ 6, 8, 7%, -6%
CCOC(=O)c1ccccc1NC(=O)CSc1nnc(Cc2cccn2C)n1-c1ccc(C)cc1
→ -7, 12, -22%, -13%
NC(=O)c1cc2nc(-c3ccco3)cc(C(F)(F)F)n2n1
→ 48, -4, x, 3%
CCCc1[nH]n(-c2nc3ccccc3s2)c(=O)c1C=NCC(C)C
→ 0, 6, 39%[activator], 25%
Cn1nc(C(F)(F)F)c(/C=N/OCc2c(Cl)cccc2Cl)c1Cl
→ 20, -1, 13%, -6%
O=C(NC1CCCCC1)N(Cc1cc2cc3c(cc2[nH]c1=O)OCCO3)C1CCCCC1
→ u, -6, 30%[activator], 3%

An excerpt; the hit share may differ from the screen's.
